# Screens deposited in PubChem BioAssay by The Scripps Research Institute Molecular Screening Center.
# ADAM17 inh – ADAM17 inhibitors, primary screen, biochemical, QFRET; Disintegrin and metalloproteinase domain-containing protein 17 (Homo sapiens), P78536; recombinant ADAM17, EDANS/DABCYL FRET peptide cleavage; inhibition, % at 6.95 µM; 0.83% of 370,000 active; AID 720648, 2013;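 active means inhibition above the mean of compounds lying between control limits plus 3 SD, set per campaign, cut at about 8.5% in these data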;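 further: 0% = DMSO-only wells as the low control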
# DAX1 inh-1 – DAX1 (NR0B1) inhibitors on StAR promoter, primary screen, cell-based, luminescence, SF-1 (NR5A1), full-length DAX-1; HEK293T StAR-luciferase reporter, SF-1/DAX-1 repression relief; inhibition, % at 6.8 µM; 1.1% of 370,000 active; AID 652010, 2013;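 active means inhibition above the mean over all tested compounds plus 3 SD, cut at about 3.6% in these data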;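 further: 0% = DAX-1 cells with DMSO and 100% = cells lacking DAX-1 with DMSO; higher inhibition means more luminescence from relief of DAX-1 repression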
# GAA850 FXN act – FXN promoter activators, primary screen, cell-based, luciferase luminescence, HEK293 lucGAA850; 0.56% of 360,000 active; AID 540364, 2011; activation, % at 6 µM; HEK293 lucGAA850 FXN promoter luciferase reporter, 24 h; percent of 10 µM SAHA response;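 active means activation above the average of all compounds screened plus 3 SD, cutoff fixed separately per campaign, cut at about 7.5% in these data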;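 further: 0% = DMSO wells and 100% = 10 µM SAHA wells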
# HGIII-sPLA2 inh – human group III sPLA2 inhibitors, primary screen, biochemical, QFRET, BODIPY PC-A2 liposome substrate; Group 3 secretory phospholipase A2 (Homo sapiens), Q9NZ20; QFRET BODIPY PC-A2 liposome hydrolysis, fluorescence; inhibition, % at 12.2 µM; 0.56% of 370,000 active; AID 743126, 2013;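 active means inhibition above mean plus 3 SD of compounds lying within the high and low control bounds, cut at about 19% in these data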;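 further: 0% = median of test compound wells and 100% = no enzyme DMSO wells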
# Target sequence (Q9NZ20 whole entry, looked up): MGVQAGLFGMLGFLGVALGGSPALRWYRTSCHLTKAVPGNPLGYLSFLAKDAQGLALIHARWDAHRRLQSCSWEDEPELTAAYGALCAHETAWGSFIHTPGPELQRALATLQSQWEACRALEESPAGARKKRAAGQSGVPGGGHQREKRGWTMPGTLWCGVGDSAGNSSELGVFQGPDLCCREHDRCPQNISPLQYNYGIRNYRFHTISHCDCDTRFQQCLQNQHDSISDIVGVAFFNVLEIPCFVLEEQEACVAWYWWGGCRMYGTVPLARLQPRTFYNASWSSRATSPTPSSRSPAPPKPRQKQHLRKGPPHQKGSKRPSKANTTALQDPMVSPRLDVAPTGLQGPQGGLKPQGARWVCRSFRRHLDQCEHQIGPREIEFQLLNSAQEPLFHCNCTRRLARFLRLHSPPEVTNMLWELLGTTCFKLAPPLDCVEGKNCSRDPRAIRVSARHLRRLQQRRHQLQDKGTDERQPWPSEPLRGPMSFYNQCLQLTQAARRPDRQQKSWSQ
# PLCg1 inh – PLC-gamma1 enzyme inhibitors, primary screen, biochemical, fluorescence, purified enzyme; fluorogenic substrate; inhibition, % at 12.2 µM; 0.84% of 370,000 active; 1-phosphatidylinositol 4,5-bisphosphate phosphodiesterase gamma-1 (Homo sapiens), P19174; AID 720700, 2013; in the data active means inhibition above about 9.5%
# DAX1 inh-2 – DAX1 (NR0B1) inhibitors, primary screen, cell-based, HEK293, Gal4-DAX1, luciferase luminescence. AID 504766, 2011. 0.99% of 340,000 active. inhibition, % at 6.75 µM. HEK293 Gal4-DAX1 luciferase reporter. Nuclear receptor subfamily 0 group B member 1 (Homo sapiens), P51843;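 active means inhibition above the mean over all tested compounds plus 3 SD, cut at about 4.2% in these data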;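 further: 0% = DAX1-transfected cells with DMSO and 100% = empty-vector control cells with DMSO; inhibition shows as a rise in luminescence from relieved DAX1 repression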
# hgDAF12 agonist – H. glycines DAF-12 receptor agonists, primary screen, cell-based, luminescence, HEK293, GAL4 fusion, UAS-luciferase | 1.8% of 370,000 active | activation, % at 6.8 µM | HEK293 GAL4-hgDAF12 UAS-luciferase reporter, agonist luminescence; normalized to butyrate control | Nuclear hormone receptor DAF-12 (Heterodera glycines), GAL4 fusion;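 active means activation above a cutoff set at the mean of all screened compounds plus 3 SD, cut at about 10% in these data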;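 further: 0% = DMSO wells and 100% = sodium butyrate wells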
# PLCb3 inh – human PLC-beta3 inhibitors, primary screen, biochemical, fluorescence. Purified PLC-beta3, fluorogenic substrate. inhibition, % at 12.2 µM. 0.18% of 370,000 active; in the data active means inhibition above about 11%;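 further: 0% = median of compound wells on plate and 100% = full blocker control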
# hcDAF12 agonist – H. contortus DAF-12 nuclear receptor activators, primary screen, cell-based, luminescence, HEK293, lit1-tk-luc reporter; activation, % at 6.8 µM; HEK293 hcDAF-12 lit1-tk-luc reporter; 0% DMSO, 100% Δ7-dafachronic acid; 1.4% of 370,000 active;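 active means activation above the mean of all tested compounds plus 3 SD, cut at about 5.5% in these data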;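 further: 100% = response to 3 µM Δ7-dafachronic acid high control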
# ADAM10 inh – human ADAM10 inhibitors, primary screen, biochemical, QFRET, HTS. recombinant ADAM10, EDANS/DABCYL FRET peptide cleavage, 3 h. inhibition, % at 7 µM. 0.62% of 370,000 active. AID 720582, 2013;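 active means inhibition above a per-campaign cutoff equal to the mean of compounds falling between control-based bounds plus 3 SD, cut at about 20% in these data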;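 further: 0% = DMSO wells while the 100% control is not disclosed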
# Target sequence (O14672 214-748 limits assumed): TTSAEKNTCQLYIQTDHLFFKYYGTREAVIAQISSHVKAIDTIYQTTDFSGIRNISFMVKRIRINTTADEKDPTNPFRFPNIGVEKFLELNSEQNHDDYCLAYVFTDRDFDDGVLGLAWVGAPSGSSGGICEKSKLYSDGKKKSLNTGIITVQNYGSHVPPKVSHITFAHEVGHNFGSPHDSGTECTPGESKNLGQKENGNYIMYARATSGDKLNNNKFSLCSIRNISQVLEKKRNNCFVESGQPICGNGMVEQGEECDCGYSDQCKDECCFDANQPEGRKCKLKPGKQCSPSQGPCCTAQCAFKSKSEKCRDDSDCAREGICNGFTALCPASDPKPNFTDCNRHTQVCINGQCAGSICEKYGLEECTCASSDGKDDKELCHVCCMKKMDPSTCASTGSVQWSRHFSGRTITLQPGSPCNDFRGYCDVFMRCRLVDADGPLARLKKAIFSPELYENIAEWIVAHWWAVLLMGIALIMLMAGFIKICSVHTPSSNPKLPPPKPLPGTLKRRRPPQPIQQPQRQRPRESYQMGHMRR
# ssDAF-12 act – S. stercoralis DAF-12 nuclear receptor activators, primary screen, cell-based, luminescence, HEK293, GRIP1 co-expression, lit1-tk-luc. 1% of 370,000 active. activation, % at 6.8 µM. HEK293 ssDAF-12/GRIP1 lit1-tk-luc reporter; % of 3 µM dafachronic acid response. Nuclear hormone receptor DAF-12 (Strongyloides stercoralis);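 active means activation above the mean over all tested compounds plus 3 SD, cut at about 0.9% in these data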;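 further: 0% = DMSO-only wells and 100% = 3 µM delta7-dafachronic acid wells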
# Active calls of the source: *; i = inactive; . = no result given.
SMILES,ADAM17 inh,DAX1 inh-1,GAA850 FXN act,HGIII-sPLA2 inh,PLCg1 inh,DAX1 inh-2,hgDAF12 agonist,PLCb3 inh,hcDAF12 agonist,ADAM10 inh,ssDAF-12 act
CC(C)CN1C(=O)c2ccc(C(=O)Nc3ccccc3C(=O)O)cc2C1=O,-1,0.1,1.7,-16,2,0.7,2.9,-1,-0.1,1,-0.5
COc1ccc(COCC(O)CN2CCN(S(=O)(=O)c3ccc(C(C)C)cc3)CC2)cc1 (configuration not stated),0,-2.2,-1.8,-14,2,-0.2,-3.5,-7,-2.5,-3,-1.5
Cc1c(C(=O)NCc2ccccc2)c(-c2ccccc2)nn1-c1ccccc1,1,-0.3,-1.8,0,0,-1.0,-1.9,-2,-1.8,4,-1.7
O=C(Cn1c(=O)[nH]c2ccsc2c1=O)NC1CCCCC1,-2,-0.3,-0.8,-2,-1,0.4,0.2,-4,-0.3,-1,-0.9
C#CCN(C[C@H]1[C@H](OC(=O)Nc2cccs2)[C@H](OC(=O)Nc2cccs2)C[C@H]2C(=O)N(c3ccccc3)C(=O)[C@@H]12)S(=O)(=O)c1ccc(C)cc1,4,4.6*,-1.5,-1,-2,0.1,-3.1,-2,-1.7,11,-1.0
COc1ccc(CN=C2NC(=O)CC(C(=O)Nc3ccc(F)cc3)S2)cc1 (configuration not stated),0,-0.8,-1.3,-23,1,0.2,-1.8,3,-2.5,-3,-1.6
Cc1cc(C(F)(F)F)n2ncc(-c3cccc(Br)c3)c2n1,-4,-0.1,0.9,3,0,-0.4,0.9,-6,0.7,-11,-0.1
Cc1ccc2nc(C)c(C(=O)NN=C3CCCCCC3)n2c1,-3,-1.8,-2.6,17,-5,-2.9,2.2,-3,-1.1,-7,-1.4
CN(CC(=O)Nc1ccc(F)cc1)C(=O)c1cc2c(s1)CCCCC2,3,1.3,-2.2,-5,0,0.2,1.1,-5,0.4,1,-1.2
O=C(CSc1cccc[n+]1[O-])N1CCc2ccccc21,-4,0.2,3.3,6,3,1.6,3.8,-6,2.8,-4,-0.5
COc1cc(/C=N\NC(=O)c2ccc(=O)[nH]n2)cc(OC)c1OC,2,-0.3,0.5,-7,9,0.7,0.2,5,-1.0,10,-0.8
CN1C(=O)CC(N2CCN(c3ccc(Cl)cc3)CC2)C1=O (configuration not stated),-2,-0.5,2.2,2,-1,-0.1,-1.2,-1,0.3,-11,-0.8
CCCN1CCN(C(=O)c2cccc3c2C(=O)N(CCOC)C3)CC1,-3,0.3,0.1,2,1,0.5,-1.5,2,-1.0,-8,-0.4
CCCCN(C(=O)c1cc(-c2ccncc2)nc2ccccc12)c1c(N)n(CC(C)C)c(=O)[nH]c1=O,-8,1.1,1.6,2,-7,-0.4,0.2,-14,1.5,-30,-0.7
COc1cc(CCCN2C(=S)NC[C@H]2Cc2ccc(O)cc2)cc(OC)c1OC,0,-1.5,-1.7,0,3,-1.1,-1.6,1,-1.5,-7,-1.3
O=C(N/N=C/c1ccc2c(c1)OCO2)c1sc2cc(Cl)ccc2c1Cl,1,-0.5,2.1,11,-4,0.4,-4.5,-4,1.0,-3,-0.9
Cc1ccc(NC(=O)COC(=O)c2nn(C)cc2Cl)cc1,0,0.6,-0.8,-1,4,-2.0,0.7,-4,-1.8,9,-1.3
CCCCCC(=O)N1C[C@@H](n2cc(COC(=O)c3ccccc3)nn2)[C@H](O)C[C@@H]1c1ccccc1,-2,-1.2,-2.2,-10,3,0.3,-1.3,-1,-1.7,1,-1.4
COc1ccc(OC)c(NC(=O)CN2CCC(C(=O)c3ccc(C)cc3)CC2)c1,2,-1.6,-2.4,-10,4,-1.2,-1.5,-2,-2.7,1,-2.3
Cc1ccc(NC(=O)Cn2c(=O)n(CCCCC(=O)NCc3ccco3)c(=O)c3ccccc32)cc1,1,-1.1,0.1,-13,1,0.1,2.2,3,0.1,11,-0.9
CCC(C)NC(=O)CSc1nnc(-c2ccoc2C)n1CC1CCCO1 (configuration not stated),-1,0.1,0.4,-6,-3,-0.5,-0.2,4,-0.4,1,-0.4
COc1cccc(C(c2c(O)nc(SC)n(C)c2=O)c2c(O)nc(SC)n(C)c2=O)c1,0,-0.3,1.4,6,1,0.7,0.8,3,-1.6,-8,-1.2
CN(C(=O)CSc1ccncc1)C1CCCN(Cc2ccccc2F)C1 (configuration not stated),7,1.0,-2.4,0,5,0.6,0.9,-7,0.5,13,-0.9
COc1ccc(OC)c(-c2cc(C(=O)Nc3cc(C)n(Cc4ccc(Cl)cc4)n3)no2)c1,-2,-0.9,0.1,3,6,-0.4,2.7,1,0.8,0,-0.7
COc1ccc(CCNC(=O)COC(=O)CSc2ccc(C(N)=O)cc2[N+](=O)[O-])cc1OC,-4,1.0,-0.8,-4,-10,-0.5,2.1,-13,0.2,-8,-1.2
COc1ccc(OC)c(/C=N/N(CCC#N)C2=NS(=O)(=O)c3ccccc32)c1,-2,-0.6,-0.7,1,0,-0.5,0.9,-2,-1.0,-4,-0.9
COc1ccc(-c2csc(NC(=O)CN3C(=O)C4CC=CCC4C3=O)n2)cc1 (configuration not stated),0,-2.1,0.0,-8,-1,-0.8,-0.7,-13,-1.8,-7,-1.5
COC(=O)Cc1cc(=O)oc2cc(O)ccc12,i,-0.1,1.2,4,i,-0.1,0.6,i,-0.8,i,-1.5
O=C(CSc1nc2ccccc2s1)NCc1cc([N+](=O)[O-])ccc1O,3,0.1,0.4,-8,4,-0.1,0.9,4,1.9,2,-0.8
Cc1nn(C)c(C)c1NC(=O)Nc1cccc(C(F)(F)F)c1,-7,-0.3,0.3,3,-2,-0.8,-2.5,0,0.9,-11,-0.6
C/C(=N\NC(=O)c1cccc([N+](=O)[O-])c1)c1cccc(NC(=O)C2CC2)c1,-6,-0.8,2.0,10,-2,1.0,0.2,-6,-1.1,-3,-1.6
Cc1ccc2c(c1)NC(=O)C(CC(=O)NCc1cccnc1)O2 (configuration not stated),-3,1.8,-0.4,2,-2,1.4,-3.2,-1,0.7,-16,-0.5
COc1cccc(NC(=O)Nc2nnc(N3C(C)CCCC3C)s2)c1 (configuration not stated),1,0.9,-1.3,0,4,-1.5,1.6,-5,-0.4,3,-2.2
O=[N+]([O-])c1cc(C(F)(F)F)ccc1Sc1ccc2ccccc2n1,0,-0.3,-0.7,9,-4,0.1,1.9,-1,4.5,2,-0.8
CC(C)(C)OC(=O)C[C@@H]1C/C=C\C[C@H](CC(=O)N[C@H](CO)Cc2ccccc2)C(=O)N[C@H](C(C)(C)C)COC1=O,-4,0.4,-1.0,4,1,0.3,-3.8,2,-0.4,-7,-0.5
CCCS(=O)(=O)c1nc(C)cc(C)c1S(C)(=O)=O,0,0.6,-0.1,-1,0,0.5,1.1,1,0.1,-1,-1.2
CCn1c2ccc(C)cc2c2nc3cc(C(=O)O)ccc3nc21,-10,0.0,8.0*,-2,-62,0.9,0.3,-57,2.2,-31,-0.8
COc1c2ccoc2nc2c(OC)cccc12,-125,0.9,0.6,-1,-75,0.4,3.0,-75,3.1,-468,-1.6
COC(=O)C1=C(C)N(Cc2ccc(Cl)cc2)C(=S)NC1c1ccc(Br)cc1 (configuration not stated),-2,-1.4,.,8,2,.,-2.8,1,-1.3,2,-1.2
CCOC(=O)C1=NNC(C(=O)c2ccccc2)C1c1ccc(C)cc1 (configuration not stated),0,-0.1,-1.6,-15,-4,-1.1,1.7,-11,0.3,-1,-1.3
Cc1ccc([N+](=O)[O-])c(OCCN2CCNCC2)c1,1,0.2,-1.0,3,4,0.9,-0.2,4,1.0,6,-0.7
Cc1cc(C)c2nc(NC(=O)C3CCCO3)sc2c1 (configuration not stated),3,1.9,2.7,-1,-1,2.6,12*,0,8.4*,0,-0.3
Cn1c(SCc2nc(-c3ccccc3)no2)nnc1-c1ccco1,-5,-0.5,-0.1,2,-4,-0.4,2.9,2,-1.3,-9,-1.2
Cc1ccccc1Nc1nc(-c2ccccc2)c(C(=O)Nc2cccnc2)s1,-33,0.6,1.6,-17,-231,0.4,1.3,-279,-2.0,-113,-1.8
CCn1cc(C(=O)N2CCCC2)c(=O)c2cc(S(=O)(=O)N3CCC(C)CC3)ccc21,-2,0.1,2.2,-2,2,0.1,2.9,-1,-2.1,-8,-0.8
Cc1nn(C)cc1C(=O)NNC(=S)Nc1ccc(Cl)cc1,3,0.4,2.5,8,4,0.5,1.8,2,-2.2,6,-1.4
COc1ccc(NC(=O)Cn2c(C)csc2=O)c(OC)c1,4,1.9,1.7,7,1,0.4,2.2,-2,-0.4,-5,-1.7
COc1ccc(F)cc1CN1CCN(C(=O)c2ccc(S(=O)(=O)N3CCCCCC3)cc2)CC1,-3,0.9,0.9,8,4,-0.6,-0.2,-7,1.3,-13,-0.3

# Already shown: six of the compounds above.
SMILES,ADAM17 inh,DAX1 inh-1,GAA850 FXN act,HGIII-sPLA2 inh,PLCg1 inh,DAX1 inh-2,hgDAF12 agonist,PLCb3 inh,hcDAF12 agonist,ADAM10 inh,ssDAF-12 act
Cn1c(SCc2nc(-c3ccccc3)no2)nnc1-c1ccco1,-5,-0.5,-0.1,2,-4,-0.4,2.9,2,-1.3,-9,-1.2
Cc1ccccc1Nc1nc(-c2ccccc2)c(C(=O)Nc2cccnc2)s1,-33,0.6,1.6,-17,-231,0.4,1.3,-279,-2.0,-113,-1.8
CCn1cc(C(=O)N2CCCC2)c(=O)c2cc(S(=O)(=O)N3CCC(C)CC3)ccc21,-2,0.1,2.2,-2,2,0.1,2.9,-1,-2.1,-8,-0.8
Cc1nn(C)cc1C(=O)NNC(=S)Nc1ccc(Cl)cc1,3,0.4,2.5,8,4,0.5,1.8,2,-2.2,6,-1.4
COc1ccc(NC(=O)Cn2c(C)csc2=O)c(OC)c1,4,1.9,1.7,7,1,0.4,2.2,-2,-0.4,-5,-1.7
COc1ccc(F)cc1CN1CCN(C(=O)c2ccc(S(=O)(=O)N3CCCCCC3)cc2)CC1,-3,0.9,0.9,8,4,-0.6,-0.2,-7,1.3,-13,-0.3
